Assay outcomes deposited in PubChem by National Center for Advancing Translational Sciences (NCATS).
USP1 inh: Inhibitors of USP1/UAF1: Primary Screen; Ubiquitin carboxyl-terminal hydrolase 1 (Homo sapiens), O94782; recombinant USP1/UAF1, Ub-Rhodamine cleavage fluorescence; Potency, µM (doses to about 57.1 µM), inactives show at the highest dose activity change, negative = inhibition, most hits filed as inhibitors; hit rate 0.23% among 390,000; AID 743255, 2014; note: potency is the fitted concentration of half-maximal effect; % is set by controls: 0 for no effect and ±100 for the full control effect; nearly all actives have a fitted effect of over 60% in size; inactives centre near -12
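High-throughput fluorogenic screen: 1nM USP1/UAF1 complex, Ub-Rho substrate 150nM final, 50mM HEPES pH 7.8 with 0.5mM EDTA, 0.1 mg/ml BSA, 1mM TCEP and 0.01% Tween-20.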
Vif-APOBEC3G blk: qHTS for Inhibitors of Vif-A3G Interactions: qHTS; DNA dC->dU-editing enzyme APOBEC-3G (Homo sapiens), Q9HC16; HeLa A3G-eYFP + Vif (tagged APOBEC3G with the HIV-1 protein that degrades it), YFP fluorescence, overnight; Potency, µM (titrated, usually from 46.1 µM), for the others: top-dose activity, negative = active, usual class: inhibitors; hit rate 0.076% among 410,000;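 note: potency is the fitted concentration of half-maximal effect; % is set by controls: 0 for no effect and ±100 for the full control effect; nearly all actives have a fitted effect of over 60% in size; hits raise eYFP signal because A3G escapes Vif-driven loss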
Target sequence (Q9HC16 whole entry, looked up): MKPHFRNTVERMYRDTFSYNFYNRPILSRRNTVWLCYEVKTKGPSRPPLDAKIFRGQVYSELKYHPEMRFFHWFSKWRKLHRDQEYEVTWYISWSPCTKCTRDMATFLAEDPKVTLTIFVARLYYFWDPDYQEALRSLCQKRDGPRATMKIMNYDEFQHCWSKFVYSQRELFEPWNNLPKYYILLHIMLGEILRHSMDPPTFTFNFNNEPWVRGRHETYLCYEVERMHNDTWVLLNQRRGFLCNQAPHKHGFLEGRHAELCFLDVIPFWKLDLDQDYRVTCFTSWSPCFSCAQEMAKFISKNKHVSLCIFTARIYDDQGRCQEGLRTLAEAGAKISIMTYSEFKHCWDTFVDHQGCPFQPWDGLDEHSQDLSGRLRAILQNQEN
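HeLa cells stably expressing Vif and C-terminally eYFP-tagged A3G, seeded overnight at 37 deg C, then exposed to compound by pintool overnight at 37 deg C. Rise in yellow fluorescence (Ex 488/Em 500-530, Acumen) marks blocked Vif-driven A3G degradation.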
Glioma ERSR ind: qHTS for Inducers of the Endoplasmic Reticulum Stress Response (ERSR) in Human Glioma: qHTS; U87-MG GRP78 promoter luciferase reporter, 16 h; hit rate 0.02% among 420,000; Potency, µM, inactives show at the highest dose activation, most hits filed as activators; note: potency is the fitted concentration of half-maximal effect; series mostly up to about 76 µM; % of control where 0% means no effect; nearly all actives have a fitted effect of over 35% in size
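ERSR induction read as luciferase luminescence (Bright-Glo, 10 min at room temperature) in stably transfected human U87-MG glioma cells exposed to compounds for 16 h, using GRP78 as sensor.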
TrxR1 substrate: qHTS Assay for Substrates of Mammalian Selenoprotein Thioredoxin Reductase 1 (TrxR1): qHTS; hit rate 0.01% among 390,000; purified TrxR1 substrate turnover, NADPH consumption readout; Thioredoxin reductase 1, cytoplasmic (Rattus norvegicus), O89049; Potency, µM (doses to about 114 µM), for the others: top-dose activity change, negative = substrate turnover; AID 588456, 2011; note: potency is the fitted concentration of half-maximal effect; % is set by controls: 0 for no effect and ±100 for the full control effect; nearly all actives have a fitted effect of over 50% in size
Target sequence (O89049 whole entry, looked up): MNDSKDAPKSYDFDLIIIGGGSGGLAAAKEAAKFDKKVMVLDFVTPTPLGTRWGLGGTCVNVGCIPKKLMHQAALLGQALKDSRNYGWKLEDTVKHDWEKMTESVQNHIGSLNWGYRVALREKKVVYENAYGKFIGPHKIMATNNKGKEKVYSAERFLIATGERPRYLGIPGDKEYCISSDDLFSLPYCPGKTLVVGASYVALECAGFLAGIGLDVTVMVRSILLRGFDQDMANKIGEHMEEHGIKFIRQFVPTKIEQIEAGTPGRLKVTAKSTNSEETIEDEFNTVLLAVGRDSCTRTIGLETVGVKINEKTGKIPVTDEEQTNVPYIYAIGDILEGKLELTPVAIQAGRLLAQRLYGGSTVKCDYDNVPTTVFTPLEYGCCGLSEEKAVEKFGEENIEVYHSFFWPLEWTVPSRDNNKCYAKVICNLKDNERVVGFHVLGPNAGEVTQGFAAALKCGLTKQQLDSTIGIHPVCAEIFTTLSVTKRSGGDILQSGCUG
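Rat TrxR1, dispensed at 90 nM, was prereduced with 400 uM NADPH (final) for 5 min at ~22 deg C, then incubated with compound 15 min before 400 uM selenite. A first-read NADPH fluorescence drop versus no-compound background flagged substrates.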
rTrxR1 inhibitor: qHTS Assay for Inhibitors of Mammalian Selenoprotein Thioredoxin Reductase 1 (TrxR1): qHTS | Thioredoxin reductase 1, cytoplasmic (Rattus norvegicus), O89049 | recombinant rTrxR1, NADPH fluorescence consumption, selenite substrate | Potency, µM (titrated, usually from 114 µM), for inactives: at the top dose activity change, negative = inhibition, usual class: inhibitors | hit rate 1% among 390,000 | AID 588453, 2011; note: potency is the fitted concentration of half-maximal effect; % is set by controls: 0 for no effect and ±100 for the full control effect; nearly all actives have a fitted effect of over 65% in size
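Rat TrxR1 (90 nM in the dispensed reagent) was pre-reduced with 400 uM NADPH for 5 min at room temperature, then incubated with compound for 15 min. After 400 uM selenite was added, NADPH fluorescence (Ex 340/Em 450 nm) was followed for 8 min.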
IDH1 R132H inh: qHTS for Inhibitors of mutant isocitrate dehydrogenase 1 (IDH1): qHTS | Isocitrate dehydrogenase [NADP] cytoplasmic (Homo sapiens), O75874 | IDH1-R132H enzyme, NADPH consumption, diaphorase/resazurin fluorescence | Potency, µM (series often up to 76.6 µM), for the others: at the highest dose activity change, negative = inhibition, hits mostly inhibitors | hit rate 0.093% among 390,000 | AID 602179, 2012; note: potency is the fitted concentration of half-maximal effect; % is set by controls: 0 for no effect and ±100 for the full control effect; nearly all actives have a fitted effect of over 65% in size
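IDH1-R132H (0.5 ug/mL dispensed) in pH 7.5 Tris buffer was preincubated 30 min with compound, then given a substrate mix of 0.016 mM NADPH and 2 mM alpha-KG for 80 min at room temperature; remaining NADPH was read by diaphorase/resazurin fluorescence.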
Vif-A3F inh: qHTS for Inhibitors of Vif-A3F Interactions: qHTS; HeLa A3F-eYFP + Vif (tagged APOBEC3F with the HIV-1 protein that degrades it), YFP fluorescence increase; hit rate 0.2% among 390,000; Potency, µM (highest dose often 46.1 µM), for the others: top-dose activity, negative = active; note: potency is the fitted concentration of half-maximal effect; % of control where 0% means no effect; nearly all actives have a fitted effect of over 65% in size
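Fluorescence increase (Ex 488/Em 500-530) after overnight compound treatment at 37 deg C flags inhibition of Vif-driven A3F-eYFP loss in stable HeLa A3F-eYFP/Vif cells seeded overnight beforehand.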
LDHA block: qHTS assay for inhibitors of human lactate dehydrogenase; AID 1347041, 2019; purified LDHA, NADH/diaphorase-resazurin fluorescence; stronger effect = lower value; hit rate 0.15% among 480,000; L-lactate dehydrogenase A chain (Homo sapiens), P00338; activity change, % (values are at about 110 or 230 µM); in the data active = activity change below about -30%; inconclusive = mostly about -25% to -30%;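 note: plate controls were DMSO wells for no effect and wells without enzyme for full effect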
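LDH5 2 nM; NADH 0.06 mM, pyruvate 0.2 mM; 200 mM Tris pH 7.4, EDTA, Tween-20; 5 min RT. Detection: diaphorase 0.133 mg/mL + resazurin 37 µM, fluorescence ex540/em590 at 0 and 20 min; normalized to enzyme-free and DMSO wells.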
RGS4 inhibitor: Inhibitors of Regulator of G Protein Signaling (RGS) 4: qHTS; hit rate 0.039% among 390,000; Regulator of G-protein signaling 4 (Homo sapiens), P49798; Transcreener GDP fluorescence polarization, RGS4-accelerated GTP hydrolysis; Potency, µM (titrated, usually from 114 µM), without a hit: at the top dose activity change, negative = inhibition, most hits filed as inhibitors; AID 504845, 2011; note: potency is the fitted concentration of half-maximal effect; % is set by controls: 0 for no effect and ±100 for the full control effect; nearly all actives have a fitted effect of over 75% in size; some results filed as inactive show a strong effect at the top dose
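MLSMR compounds (23 nl, pin-transferred) preincubated 10 min at room temperature with a 500nM (2x) first reagent, then RGS4 at 900nM (2x) plus Transcreener GDP mix added; fluorescence polarization (620/688 nm) read before and after 90 min at 30 °C.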
* marks the source's active call; other numbers are inactive results; ? = inconclusive; . = not tested or not shown; & = joins results of further samples; [ ] = another dose, or the depositor's remark. Unless noted, calls come from the whole dose curve; as a rule, active = well fitted curve in the direction sought with a large enough effect; inconclusive = small, poorly fitted or top-dose-only effect, or another doubt; inactive = no such curve, though single readings can be large; an effect the other way counts as inactive or inconclusive.

SMILES	USP1 inh	Vif-APOBEC3G blk	Glioma ERSR ind	TrxR1 substrate	rTrxR1 inhibitor	IDH1 R132H inh	Vif-A3F inh	LDHA block	RGS4 inhibitor
Cc1ccc(CCNC(=O)CC2Oc3ccc(C)cc3NC2=O)cc1 (stereo not given)	-1%	0%	-1%	9%[57.1 µM]	17%[57.1 µM]	-2%	-5%	-9	13%
CC1(OCON)CCCc2ccccc21 (stereo not given)	?	-2%	-1%	5%	20%	7%	-2%	-9	21%
Cc1ccccc1N/C(=N/S(=O)(=O)c1cc(F)ccc1F)c1ccccc1	-21%	1%	?	-8%	4%	-14%	2%	-15	-23%
Cc1cccc(C#N)c1NC1=CC(=O)CC(C)(C)C1	3%	0%	0%	-4%[57.1 µM]	-3%	-7%	3%	-7	8%
CN1CCN(C(=O)CCn2c(=S)[nH]c3ccccc3c2=O)CC1	-13%	0%	2%	.	.	1%	5%	-6	.
Cc1ccc2c(c1)CCCN2C(=O)c1cnn2c1NC(=C1CC1)C=C2C(F)F	.	?	-1%	-6%	4%	.	.	-4	.
CC(C)(C)c1nc(SCC(=O)NNC(=O)c2ccccc2)c2ccccc2n1	-11%	-16%	-6%	-10%	8%[57.1 µM]	8%	-10%	-4	3%
O=C(Nc1ccccc1N1CCOCC1)c1cnccn1	-18%	-2%	4%	8%[57.1 µM]	9%[57.1 µM]	-5%	-3%	-1	2%
O=C(CSc1ncnc2sc(-c3ccccc3)cc12)NC1CCS(=O)(=O)C1 (stereo not given)	-22%	-12%	-2%	10%	10%	-2%	0%	-2	10%
COC(=O)CSc1nnc(C)n1-c1ccc(C)cc1	-3%	-1%	2%	-6%	-5%	1%	.	-2	-26%
CC(C)(C)SCCNC(=O)Nc1ccccc1	-9%	-2%	4%	4%[0.0914 µM]	10%	-2%	6%	-6	-21%
CC1=C(C(=O)Nc2cccc(F)c2)C2(CCCCC2)OC1=O	-23%	0%	-1%	3%[57.1 µM]	20%[57.1 µM]	-7%	10%	-9	-2%
NC(=O)c1ccc(-n2nnnc2SCC(=O)Nc2ccc(N3CCOCC3)c(Cl)c2)cc1	-14%	0%	-9%	-9%[57.1 µM]	9%[57.1 µM]	0%	-3%	0	-22%[11.4 µM]
Cc1cc(CC(C)C)n(-c2nc3ccccc3c(=O)n2OCc2ccccc2)n1	-14%	0%	3%	-4%	13%	3%	1%	2	-14%
COc1ccc(CCNC(=O)c2cc(-c3ccccn3)nc3ccccc23)cc1	-18%	1%	-5%	5%	35%	2%	3%	-8	3%
COC(=O)NC(NS(=O)(=O)c1ccccc1)(C(=O)OC)C(F)(F)F (stereo not given)	-1%	4%	-2%	2%[57.1 µM]	8%[57.1 µM]	-12%	2%	-8	-8%
O=C(C/C=N\OCc1ccc([N+](=O)[O-])cc1)Nc1ccccc1	-11%	-2%	0%	7%[57.1 µM]	11%[57.1 µM]	3%	1%	-6	-35%
CCOc1ccc(S(=O)(=O)N(C)CC(=O)NC2CC2)cc1	-20%	-1%	-2%	4%	17%	15%	2%	-1	-7%
CC(C)(O)CC[C@@H](O)[C@](C)(O)C1CC[C@@]2(O)C3=CC(=O)[C@]4(O)C[C@@H](O)[C@@H](O)C[C@]4(C)C3CC[C@]12C (stereo not given in full)	-18%	5%	0%	8%	5%[57.1 µM]	12%	3%	5	-19%
COc1ccc(S(=O)(=O)n2c(C)nc3ccccc32)cc1C	-20%	1%	-1%	2%	26%	-1%	-12%	-13	7%
Cc1ccc(NC(=O)c2cc3ccccn3n2)cc1F	?	3%	-3%	-3%[57.1 µM]	14%[57.1 µM]	29%	1%	-4	-20%
O=C(CSc1nnc(-c2cccs2)o1)N1CCc2ccccc21	-18%	2%	-2%	7%	-4%	11%	-7%	1	-26%
COc1ccccc1C(=O)NCCC(=O)N1CCN(C(C)=O)CC1	1%	-2%	-3%	-2%	-5%	-2%	-1%	-8	24%
CC(C)(C)c1cc(C(=O)N/N=C/c2ccc(O)cc2)n(-c2ccccc2)n1	-4%	-6%	-1%	-15%	-11%	-3%	4%	0	-13%
Cc1ccc(-c2csc(NC(=O)CN3CCOCC3)n2)cc1C	-16%	-12%	3%	-3%	7%	4%	-4%	-1	-5%
Next section
SMILES	USP1 inh	Vif-APOBEC3G blk	Glioma ERSR ind	TrxR1 substrate	rTrxR1 inhibitor	IDH1 R132H inh	Vif-A3F inh	LDHA block	RGS4 inhibitor
COc1ccc(C)cc1NC(=O)Cn1c(=O)nc(-c2ccccc2F)c2cc(Cl)ccc21	-18%	8%	-2%	27%[57.1 µM]	18%[57.1 µM]	0%	3%	-19	4%
CC(=O)OCC(OC(C)=O)C(OC(C)=O)C(OC(C)=O)C(=O)Nc1ccc(C)cc1C (stereo not given)	-4%	-1%	-2%	-1%	-2%	0%	-2%	-9	4%
O=C(Nc1ccc(Cl)cc1)Nc1ccon1	-8%	20µM*	0%	2%	12%	18%	1%	-14	-12%
O=C(c1cccs1)N1CCN(C(=O)c2cn(-c3ccccc3)nc2-c2ccccc2)CC1	-8%	-6%	4%	8%	17%[57.1 µM]	0%	-9%	-5	-8%
O=C(Nc1ccccn1)c1ccc(Cl)c(S(=O)(=O)N2CCOCC2)c1	1%	1%	0%	-5%	-7%	0%	2%	-11	-8%
COc1ccc(OC)c(N2C(=O)CC(Cc3ccc(C)cc3)C2=O)c1 (stereo not given)	-8%	7%	0%	11%[57.1 µM]	9%[57.1 µM]	-3%	2%	-1	-2%[11.4 µM]
CCN(CC)S(=O)(=O)c1ccc(C(=O)N(c2ccc(C)cc2)C2C=CS(=O)(=O)C2)cc1 (stereo not given)	-15%	-7%	-2%	7%	15%	0%	8%	2	-1%
C=CCc1cccc(C=Nc2cccn3cc(-c4ccccc4)nc23)c1O	-25%	0%	4%	9%[57.1 µM]	6%[57.1 µM]	-8%	-3%	-12	13%
CCN1C(=O)C(CC(=O)Nc2ccc(OC)cc2)N(CCc2ccc(OC)cc2)C1=S (stereo not given)	-17%	-7%	0%	-11%[57.1 µM]	6%[57.1 µM]	5%	8%	-5	-5%
CCOC(=O)COc1cc(C)c(Cl)cc1C(=O)c1ccn2nc(-c3ccc(OC)cc3)cc2n1	-21%	-11%	-3%	8%	26%	-7%	-5%	-3	15%
Cc1cccn2c(=O)c3cc(C(=O)NCc4cccnc4)c(=N)n(CC4CCCO4)c3nc12 (stereo not given)	-18%	1%	-3%	612%[activator][57.1 µM]	144%[activator][57.1 µM]	4%	15%	0	-3%
Cc1ccc(CN2C(=O)S/C(=C\c3ccccc3OCC(=O)O)C2=O)cc1	-30%	-3%	2%	9%[11.4 µM]	16%[11.4 µM]	-1%	-6%	1	-6%[56.9 µM]
O=C(C1CCN(S(=O)(=O)c2cccnc2)CC1)N1CCCCC1	5%	1%	-2%	9%[57.1 µM]	18%	1%	4%	5	-4%
COc1ccc(C(=O)OCC(=O)N2CCN(C(=O)c3ccco3)CC2)cc1OC	-9%	3%	-2%	3%	11%	-3%	-25%	-4	33%
O=C(CCCOc1ccc(Cl)cc1Cl)N1CCN(c2ccccn2)CC1	-12%	1%	-2%	7%	18%	5%	-4%	-3	7%
C[N+]1(C)CCCC(OC(=O)C(O)(c2ccccc2)c2ccccc2)C1 (stereo not given)	-23%	-1%	-2%&-4%	7%	16%	0%	-4%	-14	9%
Fc1ccc(C2=NOC(c3nnc(-c4ccccc4)o3)C2)cc1 (stereo not given)	-3%	3%	-2%	7%[57.1 µM]	1%[57.1 µM]	-4%	-2%	2	-10%
COc1ccc(CNC(=O)C2CCCN(S(=O)(=O)c3cnc[nH]3)C2)cc1 (stereo not given)	-21%	3%	0%	-2%	22%	-6%	-7%	9	13%

A portion of the library, so the mix of outcomes need not match the whole.
